# LANA DNA inh = inhibitors of KSHV C-LANA binding to DNA, primary screen, biochemical, fluorescence polarization, FAM-LBS DNA, MBP-C-LANA, single point. inhibition, % at 9 µM. AID 504423, 2011. 340,000 tested, 0.078% active;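 active = highest replicate inhibition at or above 60% at 9 µM, even if other replicates fall short; inactive = all replicates below 60% inhibition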;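 also: 0% = neutral control wells and 100% = 4 µM acridine orange control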
# PvdQ inh = P. aeruginosa PvdQ acylase inhibitors, primary screen, biochemical, fluorescence, plate reader and imaging, single point | PvdQ acylase [Pseudomonas aeruginosa LESB58] | purified PvdQ acylase | inhibition, % at 10 µM | 340,000 tested, 0.063% active; in the data active = inhibition above about 30%, passing the limit was not always enough;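 also: 0% = vehicle neutral wells and 100% = reference inhibitor wells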
# RTF Ca sens act = cardiac RTF calcium sensitivity activators, primary screen, biochemical, IANBD-TnC fluorescence, EC20 calcium; Troponin I, cardiac muscle (Homo sapiens) + Troponin T, cardiac muscle (Homo sapiens) + …; AID 493008, 2010; IANBD-labeled TnC RTF fluorescence at EC20 calcium; 0% EC20 calcium, 100% full calcium; 340,000 tested, 0.24% active; activation, % at 7.2 µM;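 active = activation above the mean over all tested compounds plus 3 SD, cut at about 30% in these data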;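 also: rise in fluorescence read as greater calcium sensitivity of cardiac thin filaments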
# Cardiac RTF inh = cardiac RTF calcium sensitivity inhibitors, primary screen, biochemical, IANBD-TnC fluorescence, EC70 calcium; IANBD-labeled cardiac RTF, Ca2+ fluorescence; inhibition, % at 7.15 µM; 340,000 tested, 0.12% active;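 active = inhibition above the mean inhibition of all tested compounds plus 3 SD, cut at about 17% in these data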;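 also: assay run at fixed EC70 calcium of 1.6 mM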
# PfHsp90 yeast 2 = growth inhibition of PfHsp90-expressing yeast, primary screen, antimalarial PfHsp90 inhibitor project, S. cerevisiae, BacTiter-Glo luminescence, single point, set 2 | 310,000 tested, 0.32% active | BacTiter-Glo ATP, 48 h; yeast lacking PDR1 and PDR3 efflux regulators | inhibition, % at 9.4 µM;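 active = every replicate shows inhibition above about 80%, whatever the replicate mean, limit read from the data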;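 also: 0% = DMSO neutral controls and 100% = 20 µM radicicol positive controls; yeast relying on Plasmodium falciparum Hsp90 in place of its own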
# SUMO Mot1 rescue = yeast Mot1-301 growth rescue at high temperature, primary screen, SUMOylation pathway inhibitor project, S. cerevisiae, ATP luminescence, 38.5C; AID 2716, 2010; growth rescue, % at 18.8 µM; S. cerevisiae Mot1-301 growth rescue; percent above DMSO median, 100 means doubled; 320,000 tested, 1% active;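 active = every valid replicate shows activation above 250% relative to neutral control wells; inactive = the rest, any valid replicate at or below 250%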;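 also: OY570 slx delta 5 strain wells were the positive control but not used for scaling; some compounds called inactive have numbers as strong as hits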
# CDK5 p35 inh = inhibitors of human CDK5/p35 kinase, primary screen, biochemical, single concentration; Cyclin-dependent kinase 5 (Homo sapiens) + Cyclin-dependent kinase 5 activator 1 (Homo …; Recombinant CDK5/p35, ADP-Glo luminescence, 60 min; inhibition, % at 10 µM; 330,000 tested, 0.01% active; AID 488839, 2010;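 active = highest replicate inhibition of at least 50% and at least 75% of replicates reaching 50%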;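 also: plate controls were DMSO neutral control for no effect and GW8510 at 10 µM for full effect; many of its hits are not listed in these tables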
# Keap1 Nrf2 FP = Keap1-Nrf2 protein-protein interaction inhibitors, primary screen, biochemical, fluorescence polarization, single point; AID 504523, 2011; Keap1 Kelch-Nrf2 peptide fluorescence polarization, 1536-well; inhibition, % at 9.4 µM; 340,000 tested, 0.15% active; in the data active = inhibition above about 12%;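 also: human Keap1 Kelch domain with fluorescein labeled Nrf2 9mer peptide probe; 0% = neutral control wells and 100% = peptide positive control; higher means more block of Keap1 binding to Nrf2 peptide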
# NSD2 HMT inh = NSD2 histone methyltransferase inhibitors, primary screen, biochemical, AlphaScreen, single concentration, set 2; 310,000 tested, 0.54% active; inhibition, % at 12.5 µM; AID 743445, 2014; Histone-lysine N-methyltransferase NSD2 (Homo sapiens), O96028; NSD2 peptide methylation, 120 min; in the data active = inhibition above about 50%
# Rtt109 Vps75 = inhibitors of C. albicans Rtt109/Vps75 HAT, primary screen, biochemical, ThioGlo CoA-SH fluorescence, plate reader; Histone acetyltransferase RTT109 (Candida albicans (strain SC5314 / ATCC MYA-2876)), …; inhibition, % at 34.9 µM; purified Rtt109/Vps75, 4 h; 330,000 tested, 0.16% active; AID 540336, 2011;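 active = inhibition of at least 50% in every replicate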
# Target sequence (Q5AAJ8 whole entry, looked up): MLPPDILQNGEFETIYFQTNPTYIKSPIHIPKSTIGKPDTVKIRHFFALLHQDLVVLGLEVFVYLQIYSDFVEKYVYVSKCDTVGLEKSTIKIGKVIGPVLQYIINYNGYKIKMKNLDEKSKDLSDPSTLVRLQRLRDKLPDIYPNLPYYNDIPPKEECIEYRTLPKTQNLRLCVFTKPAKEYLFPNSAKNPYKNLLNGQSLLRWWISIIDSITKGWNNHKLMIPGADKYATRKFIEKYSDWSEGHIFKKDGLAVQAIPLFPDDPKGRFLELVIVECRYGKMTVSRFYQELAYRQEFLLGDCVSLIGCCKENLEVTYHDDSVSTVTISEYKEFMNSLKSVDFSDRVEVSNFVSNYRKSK
# dFosB act = activators of delta FosB homodimer, primary screen, biochemical, fluorescence polarization, TAMRA-CDK5 oligo, single point; Protein FosB (Mus musculus), P13346; purified delta FosB; percent of positive-control signal above neutral wells; activation, % at 25 µM; 340,000 tested, 0.99% active;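 active = mean activation above about 17%, with every replicate also reaching it, limit read from the data, passing the limit was not always enough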;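 also: fluorescence polarization rise as delta FosB binds a TAMRA Cdk5 AP-1 oligo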
# Target sequence (P13346 whole entry, looked up): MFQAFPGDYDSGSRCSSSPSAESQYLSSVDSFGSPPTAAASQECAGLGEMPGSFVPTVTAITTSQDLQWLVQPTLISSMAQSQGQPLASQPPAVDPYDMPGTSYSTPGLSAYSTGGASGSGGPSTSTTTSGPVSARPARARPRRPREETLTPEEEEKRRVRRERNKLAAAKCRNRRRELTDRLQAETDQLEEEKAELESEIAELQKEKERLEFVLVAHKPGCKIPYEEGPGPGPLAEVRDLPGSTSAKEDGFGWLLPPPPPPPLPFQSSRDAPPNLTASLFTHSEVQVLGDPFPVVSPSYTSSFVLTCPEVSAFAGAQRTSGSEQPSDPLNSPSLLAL
# Starred values were filed as active, the others as inactive; . = not tested or not shown. Hits appear at their usual frequency. About 3.2% of those tested had a hit in this group.
# The line under a structure holds: SUMO Mot1 rescue	CDK5 p35 inh	dFosB act	Cardiac RTF inh	Rtt109 Vps75	PfHsp90 yeast 2	Keap1 Nrf2 FP	RTF Ca sens act	LANA DNA inh	PvdQ inh	NSD2 HMT inh
COc1ccc(CCC(=O)NC2CCCc3ccccc32)cc1OC (centres undefined)
  -5	-1.9	3	-8	7	-7	2	0	0.6	-5	5
CC(OC(=O)c1ccc(Cl)c(S(=O)(=O)N2CCOCC2)c1)C(=O)NC1CCCCC1C (centres undefined)
  33	-0.3	-14	-10	13	3	-2	-3	1.4	1	-3
C/C=C/Cn1c(Br)nc2c1c(=O)[nH]c(=O)n2C
  -8	0.2	-6	-18	-3	-26	-3	6	-0.3	-7	0
Cc1cc(C)nc(N2CCCC(C(=O)Nc3ccc4c(c3)OCCO4)C2)n1 (centres undefined)
  10	0.1	-4	-9	-1	-18	5	3	-0.5	-7	0
COc1cc(NC(=O)c2sc(C)nc2C)c(OC)cc1NC(=O)c1ccccc1
  20	0.7	-10	-4	-3	-21	6	-7	-11	-2	15
CN1CCN(S(=O)(=O)c2ccc(NC(=O)c3ccc(Br)s3)cc2)CC1
  6	-0.6	-15	1	0	.	2	-4	-0.4	7	3
C=CCOc1ccc(/C=C(\C#N)C(=O)Nc2ccccn2)cc1OC
  128	-0.2	-1	-2	-82	2	6	-2	0.1	10	-1
COC(=O)C1=C(C)NC(=O)NC1c1cn(-c2ccccc2)nc1-c1cccs1 (centres undefined)
  .	-0.6	-6	-4	-9	-16	-6	3	1.3	-9	-1
Cc1ccc2c(c1)NCC(C(=O)NC1CCC(C)CC1)O2 (centres undefined)
  -6	-1.6	-4	-9	-2	18	-1	-2	0.2	-15	.
CCCS(=O)(=O)c1c(S(=O)(=O)CCC)c2cnccn2c1C(=O)c1ccc(OC)cc1
  -6	-0.8	-11	0	-4	-6	-2	3	-1.8	-2	1
Cc1ccccc1NC(=O)CSc1nnc(C2CC2)n1CC1CCCO1 (centres undefined)
  -11	0.4	10	-1	0	6	-1	-2	2.0	-7	-3
Cc1[nH]c2ccccc2c1-c1nc2ccccc2[nH]c1=O
  9	-2.0	9	-10	0	7	-1	-1	0.2	3	-4
COc1ccc(/C=C/C(=O)Nn2cnnc2)cc1
  20	-0.2	4	9	-1	-7	-3	-1	-0.7	25	-3
Cc1ccc2c(=O)cc(C(=O)NCCc3ccc(S(N)(=O)=O)cc3)oc2c1
  -2	-0.5	-3	0	1	5	3	-1	0.8	-14	-1
Cc1cccn2c(=O)c(/C=C(\C#N)S(=O)(=O)c3ccccc3)c(Oc3ccc(Cl)cc3)nc12
  -8	0.6	0	-4	5	7	1	4	-2.5	-13	-4
CC(C)OCCCNc1ncnc2c1cnn2-c1ccccc1
  13	-0.9	-1	-8	-2	.	-3	2	-0.4	-8	-1
O=C(Nc1ccc(N2CCOCC2)nc1)c1ccccc1Cl
  6	-0.8	-6	0	0	16	1	2	0.1	2	-3
Cc1ccc(Nc2nc(C(=O)N3CCC(C(=O)N4CCN(C)CC4)CC3)cs2)cc1
  25	-0.3	-6	-2	7	.	6	0	-0.3	4	2
C=Cc1ccc2c(c1)N(C)C(=C)S2
  -10	2.5	-1	-8	3	-2	0	5	-0.2	-9	2
CCC(C)(C)C1CCC2(CC1)NC(CO)(CO)CO2 (centres undefined)
  14	-1.8	-8	-2	6	17	6	-6	-3.1	3	-1
COc1ccc(C)cc1NC(=O)C(c1ccccc1)N1CCNC(=O)C1 (centres undefined)
  65	2.9	-8	4	-3	.	-6	2	0.1	-11	.
CCc1ccc(C(=O)NNC(=O)c2n[nH]c(=O)c3ccccc23)cc1
  -7	0.8	-9	-4	-6	-10	3	-5	-0.3	-4	2
COCCSc1ccccc1C(=O)NCCCn1ccnc1
  9	1.5	0	-2	7	22	-4	-3	-0.7	-13	-3
CCOC(=O)CN(C(=O)CSc1nnc(C)n1-c1ccccc1)c1cccc([N+](=O)[O-])c1
  170	-1.9	-1	-11	-8	35	-3	1	-1.8	-11	.
COc1ccccc1/C=N/N1CCN(Cc2ccccc2Cl)CC1
  9	-0.5	-1	-1	1	-8	-3	3	-0.6	-15	9
O=C(NCc1cccnc1)NC1CCCN1S(=O)(=O)c1ccc(Cl)cc1 (centres undefined)
  5	0.6	-3	-2	3	-23	1	2	0.6	-12	-1
O=C(CNS(=O)(=O)c1cccc(Cl)c1)OCc1csc(-c2ccccc2)n1
  245	0.3	-2	-30	4	20	4	-1	0.8	-3	-1
CC(=O)OCC(=O)[C@@]1(O)CC[C@H]2[C@@H]3CCC4=CC(=O)CC[C@]4(C)[C@H]3C(=O)C[C@@]21C
  -6	-2.5	0	3	-6	-17	2	8	0.3	-10	.
Fc1ccccc1N1CCN(C2CCCN(Cc3cccc(C(F)(F)F)c3)C2)CC1 (centres undefined)
  -9	0.7	-7	0	2	12	-2	-2	-0.4	-8	3
COc1ccc(OCC(O)CN(C)C(=O)C(C)Oc2ccccc2)cc1 (centres undefined)
  -32	1.8	4	0	-3	-5	0	3	1.1	-1	-3
O=C(NCC1CCCO1)C(c1cccs1)N(C(=O)Cn1nnc(-c2cccs2)n1)C1CCCC1 (centres undefined)
  11	0.7	-4	7	-1	2	-9	-4	0.4	2	0
CN(C(=O)N1CCN(c2ccccn2)CC1)c1ccccc1
  117	-0.4	-4	-5	9	0	1	-8	0.5	6	2
CC(C)CCOc1cccc(OCC(=O)O)c1
  .	-0.4	6	-4	-6	41	3	5	-0.1	-18	6
COc1ccc(S(=O)(=O)NCCCN2CCCC2=O)c(OC)c1
  11	2.4	6	2	2	4	-3	-4	0.8	-1	0
Cc1ccc2oc(C(=O)N(C)Cc3cnccn3)c(C)c2c1
  16	0.4	-6	-6	-1	-13	-3	-2	-0.7	-13	-3
C=CCn1c(SCC(=O)NNC(=O)Nc2cccc(Cl)c2)nnc1-c1ccccc1
  158	0.2	0	-9	-2	3	-1	-5	-1.3	7	17
COc1cc(/C=N/N(CCO)C2=NS(=O)(=O)c3ccccc32)cc(OC)c1OC
  1	-0.1	-6	-4	.	9	1	-5	0.9	-12	-3
CCCCCOC(=O)Cn1c(N2CCOCC2)nc2c1c(=O)[nH]c(=O)n2C
  .	-7.1	-10	-4	3	-8	0	5	1.1	-2	0
CC(CN1CCC(O)CC1)c1ccccc1 (centres undefined)
  -12	-1.5	0	3	-3	33	-2	-2	0.1	2	-1
CC(C)(C)OC(=O)C[C@@H]1C/C=C\C[C@H](CC(=O)NCCO)C(=O)N2CCC[C@@H]2COC1=O
  -6	0.3	-4	6	0	-11	0	1	-1.1	-11	.
CC(=NNC(=S)N1CCN(c2ccccn2)CC1)c1ccccn1
  .	0.9	-7	0	2	0	0	-6	0.1	11	.
C/C(=N\NC(=O)c1nn(C)cc1Cl)c1ccncc1
  52	0.9	3	1	37	-11	-1	3	0.2	2	-1
CCOC(=O)c1sc(=NC(=O)c2cc(OC)c(OC)c(OC)c2)n(C)c1C
  0	-1.0	-2	-10	-8	-20	-3	15	-0.8	-9	-2
COCC(=O)Nc1nc(-c2ccccc2)ns1
  1	1.7	-8	-8	10	.	1	-6	1.2	-7	1
O=C(NC1CC1)c1cccc(S(=O)(=O)Nc2ccccc2F)c1
  -12	0.8	0	-6	2	12	1	3	0.1	0	1
CCn1c(CSc2nnc(-c3ccoc3C)n2C)nc2cc(S(=O)(=O)N(C)C)ccc21
  .	1.6	-2	6	11	9	1	-5	0.4	-1	2
COc1cccc(NC(=O)NC2CCCc3ccccc32)c1 (centres undefined)
  10	-2.2	1	4	.	-21	-3	-4	-1.3	-1	2
CCOC(=O)C1CCCN(S(=O)(=O)c2ccc3c(c2)N(C(C)=O)CCO3)C1 (centres undefined)
  1	0.3	-9	9	19	10	0	6	-0.1	-6	-5
COc1cc(CC(=O)OCC(=O)Nc2ccc(N3CCOCC3)cc2)cc(OC)c1OC
  -6	2.0	-7	-7	1	.	-5	4	0.2	-12	-1
CCC1Oc2ccc(C)cc2N(CC(=O)NCCC2=CCCCC2)C1=O (centres undefined)
  16	-1.8	-7	-2	-2	.	1	0	-1.0	-17	-2
O=C(NCc1cccs1)C1CCCN(c2nc3ccccc3o2)C1 (centres undefined)
  2	2.4	5	-4	-25	21	-2	-4	2.2	0	3
CC1Cc2ccccc2N1C(=O)COC(=O)c1ccc(N(C)C)cc1 (centres undefined)
  -7	0.6	9	-3	-11	2	-1	-1	0.3	-15	-3
C=CCNc1nc(-c2ccccn2)nnc1-c1ccccc1
  -11	-0.4	-15	-21	-10	49	3	3	-2.1	3	-2
CC(=O)N1CCN(CC(=O)Nc2ccccc2Sc2ccc(Cl)cc2)CC1
  -18	0.7	-8	-14	5	-20	-7	7	-0.1	-13	1
Fc1ccc2[nH]c3c(N4CCN(c5ccccc5)CC4)ncnc3c2c1
  159	0.4	3	-2	-10	6	-1	-3	1.2	-3	-1
Cc1ccc(NC(=O)c2ccc(F)cc2)cc1S(=O)(=O)N1CCCCCC1
  35	-1.1	-5	-5	3	13	-4	-4	-0.9	-13	0
O=[N+]([O-])c1ccc(S(=O)(=O)N2CCN(Cc3c[nH]c4ccccc34)CC2)cc1
  -6	-0.4	-3	-5	2	7	3	2	-0.8	7	3
CC1(C)CC(=O)C=C(Nc2ccccc2O)C1
  -2	0.0	-3	9	5	14	-5	-6	-0.8	-10	2
O=C(NNc1ccc(-c2csnn2)cc1)c1ccccc1C(F)(F)F
  -4	0.1	-8	-13	8	-12	-2	-3	1.0	-16	3
Cc1nc(S(=O)(=O)N2CCOCC2)c(C#N)c(C)c1Cl
  10	0.3	-10	-14	-3	6	-2	-1	-2.9	0	-1
